# KCNH2 3.1 block = qHTS for Inhibitors of KCHN2 3.1: Mutant qHTS; Potassium voltage-gated channel subfamily H member 2, brain isoform KCNH2 3.1 (human); U2OS KCNH2 3.1, thallium flux FluxOr; stronger effect = lower value; activity change, % (tested at about 1.8 µM); actives 0.95% (n = 340,000); AID 720553, 2013;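 active means maximum activity change below -70%; inconclusive means maximum activity change from -70% to -50%; inactive means maximum activity change above -50%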;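 further: thallium influx rate constant from kinetic fluorescence after stimulation buffer; on the % scale 0 is the no-effect control and ±100 the full control effect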
#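 Thallium flux via FluxOr fluorescence (Red40 quencher, 45 min loading) in U2OS cells virally expressing the KCNH2 3.1 isoform (1.77 x 10^8 /mL virus, overnight at 37 C). Rate constants from 2-min kinetic reads post-stimulation, normalised to positive and negative controls.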
# TRPV1 agonist = HTS Assay for Compounds that Act as Agonists of the Vanilloid Receptor 1; TRPV1-expressing cells, Fluo-8 calcium influx, agonist mode; activation, % at 8.33 µM; actives 0.19% (n = 320,000); Transient receptor potential cation channel subfamily V member 1 (Homo sapiens), Q8NER1; AID 540275, 2011; in the data active means activation above about 80%; inconclusive means between about 30% and that limit; further: 0% is about no effect
#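 TRPV1-expressing cells were cultured overnight at 35.5C and loaded with Fluo-8 calcium dye for 40 to 90 min at room temperature. After a 10 s baseline, compound was added and calcium influx was read kinetically for 3 min (ex 480/em 520 nm).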
# USP2a inh = qHTS Assay for Inhibitors of Ubiquitin-specific Protease USP2a Using CHOP2 as the Reporter. Ubiquitin carboxyl-terminal hydrolase 2 (Homo sapiens), O75604. AID 463254, 2010. actives 0.01% (n = 330,000). Potency, µM (doses to about 38.3 µM), inactives show top-dose activity change, negative = inhibition, hits mostly inhibitors. USP2 core, Ub-CHOP2 coupled fluorogenic reporter, 485/531;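 further: potency means the concentration at half of the fitted maximal effect; plate controls were DMSO wells for no effect and full inhibition by NEM control for full effect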
#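 Deubiquitinase activity read as fluorescence (485/531 nm) after Ub-CHOP2 cleavage activates the enterokinase reporter on its substrate; USP2 core 10nM, Ub-CHOP2 and substrate 25nM each, 30min compound preincubation then 60min RT; data normalized to NEM, curves fitted.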
# Mito fusion act = qHTS Assay for Small Molecule Inhibitors of Mitochondrial Division or Activators of Mitochondrial Fusion | S. cerevisiae fusion-defective mutant growth rescue, CellTiterGlo 48 h | Potency, µM (series often up to 46.1 µM), inactives show top-dose growth rescue (activation), hits mostly activators | actives 0.23% (n = 320,000);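 further: potency means the concentration at half of the fitted maximal effect; % of control where 0% means no effect; nearly all actives have a fitted effect of over 45% in size; temperature-sensitive fusion mutants such as fzo1-1 at 37 °C on non-fermentable ethanol glycerol medium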
#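 Growth-rescue viability read-out: after 48 h at the non-permissive 37C in glycerol/ethanol YPEG, yeast mitochondrial fusion mutants are measured by CellTiterGlo luminescence; compounds (23 nl pinned per well) restoring growth score as division inhibitors or fusion activators.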
# TSHR antagonist = Antagonists of the Thyroid Stimulating Hormone Receptor: HTS campaign | Thyrotropin receptor (Homo sapiens), P16473 | TSHR-expressing cells, TSH-stimulated cAMP HTRF, 2 h; stronger effect = lower value | AID 504810, 2011 | activity change, negative = inhibition, % at 11.5 µM | actives 0.2% (n = 330,000);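 active means activity change below a set negative limit, meaning inhibition stronger than a set level, cut at about -70% in these data; inconclusive means activity change between two set negative limits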; further: on the % scale 0 is the no-effect control and ±100 the full control effect
#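 Competitive HTRF cAMP read-out (cryptate anti-cAMP antibody, cAMP-d2; 30 min, room temperature) in freshly harvested TSHR cells. Compounds added before TSH at EC80 (4nM final), followed by 2 hours' incubation at 37 deg C.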
# Eya2 inh = qHTS Assay for Inhibitors of the Phosphatase Activity of Eya2; recombinant Eya2, OMFP fluorescence dephosphorylation (OMFP is methylfluorescein phosphate); actives 0.006% (n = 330,000); Protein phosphatase EYA2 (Homo sapiens), O00167; Potency, µM (highest dose often 76.9 µM), inactives show at the top dose activity, negative = inhibition, most hits filed as inhibitors; further: potency means the concentration at half of the fitted maximal effect; on the % scale 0 is the no-effect control and ±100 the full control effect
#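 Eya2 protein (added as 0.2 uM solution) was preincubated with compound for 10 min at ambient temperature in 50 mM HEPES pH 7.5, 50 mM NaCl, 5 uM MgCl2, 0.05% BSA, 1 mM DTT. OMFP (added at 50 uM) then reacted 10 min; fluorescence read at 485/525 nm.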
# TCR activator = Activators of T cell receptors: qHTS campaign | Potency, µM (series often up to 9.22 µM), for the others: top-dose activation of IL-2 secretion, usual class: activators | primary human leukocytes, anti-CD3, IL-2 HTRF, 48 h | 330,000 tested, under 10 active; further: % of control where 0% means no effect
#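 HTRF read-out of IL-2 secretion: europium cryptate donor excited at 320nm, d2 acceptor emission at 665nm. Cells were primary human leukocytes incubated 48 hr with compounds and a-CD3 beads, supplying TCR signal only.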
# hERG WT inh = qHTS for Inhibitors of KCHN2 3.1: Wildtype qHTS | activity change, % at 1.84 µM | U2OS, BacMam KCNH2, thallium flux FluxOr; stronger effect = lower value | actives 0.37% (n = 340,000) | Voltage-gated inwardly rectifying potassium channel KCNH2 (Homo sapiens), Q12809 | AID 720551, 2013;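 active means maximum activity change below -70%; inconclusive means maximum activity change between -70% and -50%; inactive means maximum activity change above -50%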; further: on the % scale 0 is the no-effect control and ±100 the full control effect
# Target sequence (Q12809 whole entry, looked up): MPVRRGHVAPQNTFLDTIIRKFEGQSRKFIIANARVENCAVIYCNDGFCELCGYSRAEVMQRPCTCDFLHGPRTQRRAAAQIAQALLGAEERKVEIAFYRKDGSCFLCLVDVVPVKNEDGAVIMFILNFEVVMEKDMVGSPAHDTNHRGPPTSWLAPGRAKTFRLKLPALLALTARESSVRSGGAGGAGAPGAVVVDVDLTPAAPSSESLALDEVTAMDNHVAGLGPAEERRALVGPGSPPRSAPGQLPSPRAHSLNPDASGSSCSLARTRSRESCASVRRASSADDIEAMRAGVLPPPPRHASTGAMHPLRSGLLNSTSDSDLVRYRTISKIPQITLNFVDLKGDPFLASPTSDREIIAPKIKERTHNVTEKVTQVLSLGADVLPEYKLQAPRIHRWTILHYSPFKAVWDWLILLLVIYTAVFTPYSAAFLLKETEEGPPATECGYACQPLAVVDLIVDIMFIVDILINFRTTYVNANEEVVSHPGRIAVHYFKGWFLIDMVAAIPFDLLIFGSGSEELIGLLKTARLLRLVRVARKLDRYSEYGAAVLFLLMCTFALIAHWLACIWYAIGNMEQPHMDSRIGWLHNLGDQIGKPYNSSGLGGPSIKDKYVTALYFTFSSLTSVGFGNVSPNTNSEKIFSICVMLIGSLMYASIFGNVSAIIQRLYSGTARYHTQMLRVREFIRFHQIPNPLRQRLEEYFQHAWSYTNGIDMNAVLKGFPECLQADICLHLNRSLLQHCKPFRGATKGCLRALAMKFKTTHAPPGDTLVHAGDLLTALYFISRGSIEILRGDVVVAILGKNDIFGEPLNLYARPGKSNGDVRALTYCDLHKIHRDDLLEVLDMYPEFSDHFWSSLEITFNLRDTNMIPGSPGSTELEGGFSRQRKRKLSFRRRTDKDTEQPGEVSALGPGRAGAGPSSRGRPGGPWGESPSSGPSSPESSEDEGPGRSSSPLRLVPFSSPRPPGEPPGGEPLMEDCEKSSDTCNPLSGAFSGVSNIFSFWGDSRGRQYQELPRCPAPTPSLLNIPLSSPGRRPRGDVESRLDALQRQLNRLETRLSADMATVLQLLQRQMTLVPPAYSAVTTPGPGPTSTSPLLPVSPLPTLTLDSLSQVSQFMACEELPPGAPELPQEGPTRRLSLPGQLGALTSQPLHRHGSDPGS
#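 U2OS cells were transduced with wild-type KCNH2 virus (2.03 x 10^8 / mL) for 4 h at room temperature, then cultured overnight at 37 C. Thallium flux was read with FluxOr dye. Rate constants were normalized to DMSO controls.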
# AT treatment = qHTS Assay for Identifying a Potential Treatment of Ataxia-Telangiectasia; […] A-T fibroblasts, KAP-1 phosphorylation AlphaLISA; neocarzinostatin DNA damage 30 min before lysis; Potency, µM (top dose mostly 57.5 µM), for the others: at the highest dose activation, actives largely listed as activators; actives 0.19% (n = 320,000); AID 485349, 2010; further: potency means the concentration at half of the fitted maximal effect; % of control where 0% means no effect; nearly all actives have a fitted effect of over 45% in size
#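 ATM-like activity read as KAP-1 phosphorylation via AlphaLISA donor/acceptor antibody pairs after lysis and 6 hr at 25C. Cells were ATM-null patient fibroblasts ([…], hTERT), dosed 60 min, then exposed to the DSB inducer NCS for 30 min.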
# ELG1 DNA repair = qHTS screen for small molecules that inhibit ELG1-dependent DNA repair in human embryonic kidney (HEK293T) cells expressing luciferase-tagged ELG1. Potency, µM (titrated, usually from 46.1 µM), for inactives: at the top dose activity change, negative = inhibition, most hits filed as inhibitors. HEK293T ELG1-luciferase reporter, luminescence, 16 h; DNA damage induced by 5-fluorouridine. actives 2.3% (n = 330,000); further: potency means the concentration at half of the fitted maximal effect; on the % scale 0 is the no-effect control and ±100 the full control effect; nearly all actives have a fitted effect of over 55% in size
#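 Cells (2,000 per well) received 5-fluorouridine plus test compound or DMSO and were incubated 16 hr at 37 °C, 5% CO2. Luciferase activity was read by luminescence 30 min after ONE-Glo addition; signal suppression marked inhibition of damage-induced ELG1 function.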
# * = called active by the depositor; u = inconclusive; x = no result given; [ ] = another dose, or the depositor's remark. Unless noted, the call rests on the fitted dose curve; in most records, active means well fitted curve in the direction sought with a large enough effect; inconclusive means small, poorly fitted or top-dose-only effect, or another doubt; inactive means no such curve, though single readings can be large; an effect the other way counts as inactive or inconclusive. These rows are one share of the data (hit frequency here may not be typical).
SMILES,KCNH2 3.1 block,TRPV1 agonist,USP2a inh,Mito fusion act,TSHR antagonist,Eya2 inh,TCR activator,hERG WT inh,AT treatment,ELG1 DNA repair
O=C(COC(=O)c1cc(=O)[nH]c2ccccc12)NCc1ccc(F)cc1,-18,-4,2%,3%,26,18%,-3%,5,31%,6%
C=CCN(C(=O)CNC(=O)c1ccco1)C(C(=O)NC1CCCCC1)c1ccc(OC)cc1OC (configuration not stated),-6,11,2%,2%,1,-3%,1%,-2,6%,-3%
C/C(N)=C(/C#N)C(=O)COC(=O)CNS(=O)(=O)c1c(F)cccc1F,-5,-2,0%,-1%,7,5%,8%,4,-1%,-12%
COc1ccc(NC(=O)CSc2ccc(-c3ccco3)nn2)cc1OC,x,2,-1%,4%,-4,-7%,-3%,0,9%,-20%
CCOC(=O)c1c(C)[nH]c(C(=O)Cn2c(=O)c3c(ncn3CC)n(Cc3ccccc3)c2=O)c1C,-2,1,1%,4%,-11,-1%,1%[46.1 µM],-2,x,21µM*
COc1ccc(S(=O)(=O)N2CCC(C(=O)NCC3CCCO3)CC2)cc1OC (configuration not stated),2,-1,1%,-3%,4,0%,-10%,2,3%,3%
CCOC(=O)c1ccc(-n2c(C)nc3c(cnn3-c3ccccc3Cl)c2=O)cc1,4,-1,0%,0%,-4,-3%,6%,4,x,u
O=C(NN1C(=O)C2C3C=CC(C4CC34)C2C1=O)c1ccccc1Cl (configuration not stated),1,0,2%,-3%,3,-1%,0%[46.1 µM],-8,5%,12%
CCc1ccc(NC(=O)c2c(Cl)nc(C)c(Cl)c2C)cc1,-1,16,5%,14%,-2,-1%,3%,9,2%,u
COc1ccc2[nH]c(=O)c(CNC3CCCCC3)cc2c1,2,6,5%,-5%,16,10%,5%,4,-3%,4%
Cc1ccc(S(=O)(=O)CC(O)COc2ccc(F)cc2Cl)cc1 (configuration not stated),-1,1,1%,2%,-8,2%,-9%,-3,1%,6%
O=S(=O)(Nn1cnnc1)c1ccc2ccccc2c1,15,0,-1%,u,4,-3%,-2%,-1,-2%,1%
c1ccc(CCNc2nc(-c3ccccn3)nc3ccccc23)cc1,u,u,1%,11%,-4,11%,0%,1,1%,4.1µM*
CCOc1ccc(Cn2c3ccc(OC)cc3c3nc4ccccc4nc32)cc1OC,2,3,11%,8%,1,-4%,2%[46.1 µM],11,-1%,1%
COc1c(Cl)cc(-c2noc(C)c2C(=O)NC(C)C)cc1Cl,3,6,4%,3%,-3,1%,-2%,4,13%,4%
COc1cc(/C=N/NC(=O)c2ccccc2O)ccc1OCC(=O)Nc1ccccc1,-2,1,-1%,-1%,-20,-11%,7%,0,-3%,13%
Cc1[nH]n(-c2ccccc2)c(=O)c1N=Nc1ccccc1C(=O)N1CCCCC1,1,3,7%,2%,6,-9%,-1%,-2,-6%,-6%
COc1ccc(CC(=O)N2N=C(c3ccncc3)CC2(O)C(F)(F)F)cc1 (configuration not stated),-7,-2,0%,6%,29,15%,4%,x,3%,u
CCc1nn2c(=O)cc(CSCC(=O)Nc3ccccc3F)nc2s1,-9,-2,-2%,-1%,10,7%,13%,-28,-4%,19%
COc1ccc(CNC(=O)C2CC(C)=CCC2C(=O)O)cc1 (configuration not stated),3,-2,2%,12%,0,4%,-15%,-9,13%,-8%
Cc1ccccc1N1CCN(Cc2cc3c(cc2[N+](=O)[O-])OCO3)CC1,16,0,-2%,-12%,-12,-7%,3%,1,15%,-15%
CCOCCCNS(=O)(=O)c1ccc(OC)c(Cl)c1Cl,16,2,-1%,1%,21,-5%,3%[46.1 µM],11,4%,2%
Cc1ccc(S(=O)(=O)N(C)C)cc1NC(=O)COC(=O)c1ccc2c(c1)OCCO2,3,-6,2%,-2%,-2,-7%,-1%,25,5%,u
Cc1ccc(-n2c(SCC(=O)N3CCOCC3)nnc2-c2cccnc2)cc1C,0,1,-1%,-3%,3,5%,6%,-11,-2%,2%
CC1SCC(=O)N(CC(=O)NCCc2ccccc2)C1=O (configuration not stated),-14,-2,1%,-1%,1,-7%,-28%,-3,-2%,8%
O=C(C1CC1)N1CCC(c2nc(-c3ccc(S(=O)(=O)NCC4CCCO4)cc3)no2)CC1 (configuration not stated),10,3,0%,2%,-7,-32%,5%,-6,1%,-23%
O=C(CN1CCN(c2nc(-c3ccccc3)cs2)CC1)NNC(=O)c1ccco1,-4,1,8%,3%,-6,8%,x,3,14%,11%
O=C(NCc1ccco1)c1cnn2c1NC(c1ccc(Br)cc1)CC2C(F)(F)F (configuration not stated),0,1,3%,u,-4,-29%,-4%,-71*,1%,u
CN1CCN(S(=O)(=O)c2ccc(-c3noc(C4CCN(S(C)(=O)=O)CC4)n3)cc2)CC1,1,1,1%,-2%,4,14%,10%,9,2%,-2%
COc1ccc(Cl)cc1NS(=O)(=O)c1c(C)[nH]c(=O)[nH]c1=O,23,0,0%,6%,6,4%,-2%,27,6%,-1%
CCn1c(SCC(=O)NC2CCCCC2)nnc1-c1ccccc1F,1,0,0%,1%,-1,-3%,1%,10,4%,-6%
CCC1(CC)C(=O)NC(=O)NC1=NCCc1c[nH]c2ccccc12,5,1,0%,-2%,-4,21%,-5%,30,-3%,0%
OCC1(Cc2cccc(F)c2)CCN(Cc2ccc3cccc(F)c3n2)CC1,x,4,1%,-1%,-2,4%,-6%,25,-9%,-3%
Cc1cc(C)c(OCCCNC2CCCC2)c(Br)c1,0,2,0%,-6%,1,8%,-6%,6,-3%,u
CCOC(=O)c1[nH]c2ccc(OC)cc2c1NC(=O)c1ccccc1C(=O)O,2,2,0%,-19%,-9,-21%,2%,5,-23%,u
Clc1ccc(Cn2cccc2C2=NCCO2)cc1,16,4,1%,-6%,-5,2%,0%,-1,-4%,-5%
COc1cccc(NC(=O)Nc2c(C)n(C)n(-c3ccccc3)c2=O)c1,-1,-1,3%,-4%,5,1%,10%,1,3%,4%

# Part of the list above, with bars between the fields:
Molecule | KCNH2 3.1 block | TRPV1 agonist | USP2a inh | Mito fusion act | TSHR antagonist | Eya2 inh | TCR activator | hERG WT inh | AT treatment | ELG1 DNA repair
O=C(NCc1ccco1)c1cnn2c1NC(c1ccc(Br)cc1)CC2C(F)(F)F (configuration not stated) | 0 | 1 | 3% | u | -4 | -29% | -4% | -71* | 1% | u
CN1CCN(S(=O)(=O)c2ccc(-c3noc(C4CCN(S(C)(=O)=O)CC4)n3)cc2)CC1 | 1 | 1 | 1% | -2% | 4 | 14% | 10% | 9 | 2% | -2%
COc1ccc(Cl)cc1NS(=O)(=O)c1c(C)[nH]c(=O)[nH]c1=O | 23 | 0 | 0% | 6% | 6 | 4% | -2% | 27 | 6% | -1%
CCn1c(SCC(=O)NC2CCCCC2)nnc1-c1ccccc1F | 1 | 0 | 0% | 1% | -1 | -3% | 1% | 10 | 4% | -6%
CCC1(CC)C(=O)NC(=O)NC1=NCCc1c[nH]c2ccccc12 | 5 | 1 | 0% | -2% | -4 | 21% | -5% | 30 | -3% | 0%
OCC1(Cc2cccc(F)c2)CCN(Cc2ccc3cccc(F)c3n2)CC1 | x | 4 | 1% | -1% | -2 | 4% | -6% | 25 | -9% | -3%
Cc1cc(C)c(OCCCNC2CCCC2)c(Br)c1 | 0 | 2 | 0% | -6% | 1 | 8% | -6% | 6 | -3% | u
